Bioassay records as filed in PubChem.
3T3 cytotox: cytotoxic compounds in NIH 3T3 cells; NIH 3T3 viability, CellTiter-Glo ATP luminescence, 48-72 h; Potency, µM (titrated, usually from 96.7 µM), without a hit: top-dose activity change, negative = cytotoxicity, actives largely listed as inhibitors; 94,000 tested, 4.3% active; AID 1345082; further: potency means the concentration at half of the fitted maximal effect; nearly all actives have a fitted effect of over 55% in size
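Viability of NIH 3T3 cells after 48 or 72 hr compound treatment at 37 °C was assessed by CellTiter-Glo, with luminescence imaged following a 10 min room-temperature step.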
GPT2 inh: inhibitors of human GPT2 alanine aminotransferase; Q8TD30; 100,000 tested, 0.25% active; Potency, µM (titrated, usually from 57.7 µM), inactives show top-dose activity change, negative = inhibition, hits mostly inhibitors; Recombinant GPT2, coupled pyruvate oxidase/HRP Amplex Red fluorescence; further: potency means the concentration at half of the fitted maximal effect; nearly all actives have a fitted effect of over 60% in size; many of its hits are not listed in these tables
Target sequence (Q8TD30 whole entry, looked up): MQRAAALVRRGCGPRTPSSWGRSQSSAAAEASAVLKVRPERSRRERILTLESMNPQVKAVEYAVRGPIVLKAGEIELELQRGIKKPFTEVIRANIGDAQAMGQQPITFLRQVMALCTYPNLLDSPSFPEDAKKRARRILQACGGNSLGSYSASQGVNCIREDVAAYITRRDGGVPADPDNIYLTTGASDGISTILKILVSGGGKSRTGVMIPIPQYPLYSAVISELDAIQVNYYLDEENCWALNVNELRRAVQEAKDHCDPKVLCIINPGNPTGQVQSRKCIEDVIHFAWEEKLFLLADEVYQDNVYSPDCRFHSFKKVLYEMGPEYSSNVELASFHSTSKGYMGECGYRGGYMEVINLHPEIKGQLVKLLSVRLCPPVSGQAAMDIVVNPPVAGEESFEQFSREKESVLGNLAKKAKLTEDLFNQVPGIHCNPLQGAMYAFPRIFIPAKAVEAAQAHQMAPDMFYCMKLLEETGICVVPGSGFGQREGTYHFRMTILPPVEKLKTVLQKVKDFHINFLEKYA
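Fluorescence read-out: pyruvate from GPT2 turnover coupled to pyruvate oxidase, HRP and Amplex Red (0.2mM ThPP, 0.2U/mL PO and HRP, 50uM Amplex final). Substrates 250uM a-KG, 2mM L-alanine; enzyme 10ng/uL; 30 min RT.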
HEK293 viab: cell viability loss counter-screen; HEK-293-SNCA-luc viability, GF-AFC fluorescence, 24 h; Potency, µM (titrated, usually from 57.1 µM), for inactives: at the highest dose activity change, negative = cytotoxicity, hits mostly cytotoxic; 150,000 tested, 0.12% active;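 further: potency means the concentration at half of the fitted maximal effect; 0% = DMSO-treated cells and -100% = medium-only wells without cells; nearly all actives have a fitted effect of over 30% in size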
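HEK-293-SNCA-luc cells (1500/well) plated 24 h, then exposed 24 h to a dilution series; GF-AFC added 30 min at 37C, fluorescence 405/540 nm; normalised to medium-only and DMSO wells, Hill fit.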
IP6K1 inh: inhibitors of human IP6K1; activity change, % (series mostly up to about 58 µM); IP6K1 kinase, ADP-Glo luminescence, 2 h; hits give low values; Q92551; 140,000 tested, 0.81% active; in the data active means activity change below about -25%
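ADP-Glo luminescence measures ADP made by human IP6K1 during a 2 h RT reaction with ATP/IP6 (mix at 1.3 mM/130 uM); top library doses 57.5 and 19.1 uM final.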
Luciferase inh: blocks purified firefly luciferase enzyme activity; P08659; purified P. pyralis luciferase, luminescence, biochemical; Potency, µM (series often up to 115 µM), for the others: at the top dose activity change, negative = inhibition, most hits filed as inhibitors; 76,000 tested, 2.5% active; further: potency means the concentration at half of the fitted maximal effect; nearly all actives have a fitted effect of over 65% in size
Target sequence (P08659 whole entry, looked up): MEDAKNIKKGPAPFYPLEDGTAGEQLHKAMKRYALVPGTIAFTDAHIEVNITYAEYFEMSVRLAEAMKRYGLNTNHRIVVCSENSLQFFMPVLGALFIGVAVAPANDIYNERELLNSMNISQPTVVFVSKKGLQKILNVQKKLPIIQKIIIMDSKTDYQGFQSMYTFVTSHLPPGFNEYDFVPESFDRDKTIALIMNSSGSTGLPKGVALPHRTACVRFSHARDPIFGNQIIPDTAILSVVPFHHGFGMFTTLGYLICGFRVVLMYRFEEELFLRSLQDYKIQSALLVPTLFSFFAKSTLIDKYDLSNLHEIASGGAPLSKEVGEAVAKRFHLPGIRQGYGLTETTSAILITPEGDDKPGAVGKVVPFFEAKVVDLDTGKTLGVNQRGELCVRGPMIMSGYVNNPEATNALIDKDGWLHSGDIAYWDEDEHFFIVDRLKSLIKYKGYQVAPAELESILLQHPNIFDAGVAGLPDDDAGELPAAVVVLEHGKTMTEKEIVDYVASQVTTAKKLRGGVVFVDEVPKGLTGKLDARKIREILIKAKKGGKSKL
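Luminescence read by CCD imaging after purified firefly luciferase (10nM final) was added to substrate buffer holding 10uM D-luciferin and 10uM ATP, pH 7.5, pre-dosed with compound.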
SNCA expr inhib: reduces expression of the alpha-synuclein gene | 140,000 tested, 0.17% active | Potency, µM (highest dose often 57.2 µM), for inactives: at the highest dose activity change, negative = inhibition, usual class: inhibitors | HEK-293 SNCA-luciferase knock-in, luminescence, 24 h;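 further: potency means the concentration at half of the fitted maximal effect; plate controls were DMSO cells for no effect and cell-free wells for full effect; nearly all actives have a fitted effect of over 45% in size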
HEK cytotox: cytotoxic compounds in HEK 293 cells. HEK 293 viability, ATP luminescence (CellTiter-Glo), 48-72 h. Potency, µM (top dose mostly 115 µM), inactives show at the highest dose activity change, negative = cytotoxicity, most hits filed as inhibitors. 94,000 tested, 6.6% active. AID 1345083; further: potency means the concentration at half of the fitted maximal effect; nearly all actives have a fitted effect of over 60% in size
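Pintool-delivered compounds were incubated with HEK 293 cells (250 cells/well) at 37 degree Celsius for 48 or 72 hr. ATP-dependent luminescence (CellTiter-Glo) then reported remaining viable cells.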
* marks the source's active call; other numbers are inactive results; i = inactive; ? = inconclusive; / = not tested or not shown; & = joins results of further samples; [ ] = another dose, or the depositor's remark. Unless noted, the call rests on the fitted dose curve; in most records, active means well fitted curve in the direction sought with a large enough effect; inconclusive means small, poorly fitted or top-dose-only effect, or another doubt; inactive means no such curve, though single readings can be large; an effect the other way counts as inactive or inconclusive. Unless noted, on the % scale 0 is the no-effect control and ±100 the full control effect. Only part of the results is shown; rates above refer to the full screens.

SMILES	3T3 cytotox	GPT2 inh	HEK293 viab	IP6K1 inh	Luciferase inh	SNCA expr inhib	HEK cytotox
Cc1cc(C)cc(-c2[nH]nc3ncc(-c4ccsc4)nc23)c1	25µM*	-6%[88.5 µM]	?	31	-5%[172 µM]	16%[87.6 µM]	?
Cc1ccc(N2C(=O)CSC23C(=O)Nc2ccccc23)cc1F (stereo not drawn)	/	/	-6%	0	/	?	/
Cc1noc(C)c1Cc1ccc(C(=O)N2CCc3c(nc4cc(-c5ccccc5)[nH]n4c3=O)C2)o1	?	i	6%	1	?	23%	-7%
Cn1cc(C(=O)NCc2ccccc2)c(=O)c2cc(S(=O)(=O)N3CCOCC3)ccc21	/	/	-10%	2	/	27%	/
CNC(=O)[C@H]1C[C@H](Oc2ccccc2)CN1C(=O)c1ccc2ccccc2n1	-4%	2%	-8%	23	-12%	10%	-7%
COc1cc(NC(=O)C2CCN(S(=O)(=O)c3ccc4c(c3)CCCC(=O)N4)CC2)cc(OC)c1	/	/	2%	3	/	2%	/
CC(C)C12CN3CC(C(C)C)(CN(C1)C3c1ccc(Cl)cc1)C2=O (stereo not drawn)	/	/	1%	-17	/	?	/
COc1cccc(-c2noc(CC3CCN(C(=O)c4cccc(F)c4)CC3)n2)c1	?	5%	3%	-3	-7%	-25%	?
CC(=O)N1CCC(C(=O)N2CCCC2c2nc(CCOCC3CCCC3)no2)CC1 (stereo not drawn)	i	i	-1%	4	8%	?	i
COc1cccc([S+](=O)([O-])N2CCC3(C2)C(=NC2CCCC2)NC(=O)N3c2cccnc2)c1 (stereo not drawn)	-8%&-8%	2%	-16%&-12%	3&-14	5%	-4%&-7%	4%
COc1ccc(OCc2ccc(-c3nc(C#N)c(NC(C)c4ccccc4)o3)o2)cc1 (stereo not drawn)	/	/	5%	0	/	-13%	/
O=C1OCC2(CCN(Cc3ccc4c(c3)CCO4)C2)N1Cc1ccccc1 (stereo not drawn)	?	-1%[88.5 µM]	-7%[87.6 µM]	-3	-17%[172 µM]	-11%[87.6 µM]	?
Cc1cc(C)c(NC(=O)CSc2nc3nc(C)cc(C)n3n2)c(C)c1	/	/	?	3	/	10%	/
NCC1(N2CCCC2)CCCCC1	-16%[279 µM]	-4%[192 µM]	-1%[183 µM]	-12	/	-18%[183 µM]	2%[345 µM]
Cc1cccc(N(CC(=O)NCCc2ccccc2)S(=O)(=O)c2ccccc2)c1C	/	/	-9%	-14	/	295%[activator]	/
CCOc1ccc(-n2cc(-c3ccccc3)c3c(NCCc4ccccc4)ncnc32)cc1	/	/	3%	17	/	-3%	/
COCc1ncc(C)n1CCC1CCN(C(=O)c2cccnc2C)CC1	-25%	i	-1%	35	/	-14%	-12%
O=C(c1ccn[nH]1)N1CCN(Cc2cn3ccccc3n2)CC(O)C1 (stereo not drawn)	2%	1%	9%	-2	-3%	0%	4%
CN(C)C(=O)c1cccnc1OC1CCN(C(=O)CC2CCCCC2)C1 (stereo not drawn)	-9%	i	-20%	11	-12%	-7%	?
COCC(=O)NC1CCN(C(=O)c2ccc(-c3ccc(OC)nn3)cc2)C1 (stereo not drawn)	0%	/	/	-6	/	/	-30%
Cc1cccc(-n2nc(-c3c(C)nc4scc(CC(=O)N5CCCCC5)n4c3=O)cc2C)c1C	-11%	i	-12%	10	-6%	11%	-9%
CCCc1nc(SC)ncc1C(=O)N1CCN(c2ccc(Cl)cc2)CC1	/	/	4%	-12	/	-4%	/
O=C(CCCCn1c(=O)c2ccccc2n(Cc2ccccc2Cl)c1=O)NCCc1ccccc1	/	/	17%	-1	/	-3%	/
COCc1nc(C2CC(N)C2)cc(N2CCC(c3[nH]ncc3C)CC2)n1 (stereo not drawn)	-2%&-13%	-8%&-12%	4%&3%	-4&9	1%&3%	-5%&-1%	0%&0%
Cc1ccc(-c2cc3c(=O)n(CCNC(=O)Cc4cccc(F)c4)ccn3n2)cc1C	?	1%	-5%	-2	3.5µM*	21%	-18%
Cc1c(F)c(N2CCNC(C)C2)cc2c1c(=O)c(C(=O)O)cn2C1CC1 (stereo not drawn)	/	?	-5%[23.9 µM]	2	/	-10%[25.6 µM]	/
COc1ccccc1-c1cc(NCc2ccncc2)c2onc(C)c2n1	?	i	9%[87.6 µM]	-20	5%[172 µM]	42%[activator][87.6 µM]	?
CCCOCCCNC(=O)c1c(C)noc1-c1ccc2c(c1)OCO2	-12%	i	-5%	10	5%	-11%	-20%
CCCCCCCCCC(=O)NC(CN1CCOCC1)[C@H](O)c1ccccc1 (stereo partly drawn)	/	i	-16%	/	/	?	/
CCN(CC)c1ccc(NC(=O)c2cnn(-c3ccccc3)c2-n2cccc2)c(C)c1	/	/	-13%	7	/	?	/
CC(C)Cn1c(=O)c(C(=O)NCCc2ccccc2)nc2cccnc21	?	-9%	-10%	10	/	0%	?
CC1(COc2cccnc2)COc2ccc(C(=O)NCCc3ccccc3)cc2N1 (stereo not drawn)	?	3%[88.5 µM]	-22%[87.6 µM]	17	?	12%[87.6 µM]	?
O=C(Nc1cccc(Cl)c1)[C@@H]1C[C@H](c2ccc(F)cc2)N([S+](=O)([O-])C2CC2)C1	79µM*	-9%[88.5 µM]	-20%[87.6 µM]	12	-8%[172 µM]	-20%[87.6 µM]	79µM*
CCOc1ccc2c(n1)CCN(C(=O)CCC1CCCC1)C2	-28%	i	-1%[12.5 µM]	-10	?	28%	?
COc1ccccc1CNC(=O)c1ccc2c(c1)nc(C)n2-c1cccc(C)c1	/	/	-22%	-26*	/	1%	/
Cc1ccc(-c2nc(C(=O)N3CCN(c4ccc(C)cc4C)CC3)no2)cc1	?	i	11%	7	3%	5%	?
CS(=O)(=O)N1CCN(c2ccc3nnc(-c4ccccc4)n3n2)CC1	?	/	/	11	/	/	-2%
COc1ccc(Nc2nc3c(S(=O)(=O)c4ccccc4)nnn3c3ccc(Cl)cc23)cc1	/	/	-1%	3	/	3%	/
O=C(COc1ccccc1)NC[C@H]1O[C@H](Cc2cc(-c3ccccc3)on2)CC[C@@H]1O	?	-17%[88.5 µM]	2%[87.6 µM]	-11	1%[172 µM]	12%[87.6 µM]	?
O=C(CN1CCCN(Cc2ccccc2Cl)S1(=O)=O)Nc1ccc2c(c1)OCCO2	/	/	-10%	5	/	-2%	/
COc1ccc(C(=O)N[C@@H]2CN(C(=O)Nc3ccccc3)CCC[C@H]2O)cc1	?	0%[88.5 µM]	-25%[87.6 µM]	-3	-10%[172 µM]	-7%[87.6 µM]	?
O=C(Nc1ccccc1F)N1CC2CCC(C1)N2Cc1cccc(Cl)c1	?	i	6%	-1	/	?	?
CCCCc1ccc(-n2cc(CN3CCN(C(C)=O)CC(O)C3)cn2)cc1 (stereo not drawn)	?	-6%	-7%	7	40µM*	116%[activator]	?
COc1ccc(-c2cc3ccc(O)c(CN4CCC(C)CC4)c3oc2=O)cc1OC	/	/	?	4	/	7%	/
O=C(NC[C@H]1Cn2c(-c3ccc4c(c3)OCCO4)cnc2CO1)Nc1ccccc1	89µM*	-21%[88.5 µM]	-26%[87.6 µM]	0	-10%[172 µM]	10%[87.6 µM]	100µM*
CCC(=O)N1CCc2c(C(=O)NCCOC)cccc21	0%	i	10%	-14	7%	-12%	12%
COCc1nc(C2CCCN(C(=O)Nc3cc(C)cc(C)c3)C2)no1 (stereo not drawn)	-23%	2%	-13%[12.5 µM]	18	-13%	-2%	-19%
CCCN(Cc1nccn1C)C(=O)c1cn(Cc2ccc(F)cc2)nn1	-1%	i	2%	1	-1%	4%	-8%
C/C=C/[C@@H]1C=C[C@@H]2C[C@H](C)CC[C@H]2[C@]1(C)/C(O)=C1/C(=O)[C@@H](CO)N(C)C1=O	/	2%[27.3 µM]	-13%	18	/	/	/
COC(=O)c1cc(NC(=O)c2cc3c(-c4ccccc4F)nn(C)c3s2)cc(C(=O)OC)c1	/	/	9%	1	/	?	/
CC(=O)Nc1nnc(S(N)(=O)=O)s1	/	i	-3%	3	/	28%	/
CN1C(=O)Cc2ccccc2C1C(=O)NCc1ccccc1 (stereo not drawn)	i	0%	4%	-5	5%	0%	6%
CC(C)N1CCN(C(=O)C2N(C(C)C)C(=O)C23CCCC3)CC1 (stereo not drawn)	4%	1%	-11%	7	-7%	11%	i
O=C(CCn1c2c(c3ccccc31)CCCC2)N1CCc2nc3cc[nH]n3c(=O)c2C1	?	i	-2%	6	0%	-26%	-17%
Cc1ccc(S(=O)(=O)c2nnn3c2nc(NC(C)c2ccccc2)c2sccc23)cc1 (stereo not drawn)	/	/	2%	4	/	-14%	/
COc1ccc2c(c1)c(CN1CCC3(CC1)CC(C(=O)N1CCOCC1)N(C)C3)cn2C (stereo not drawn)	?	?	1%	-6	-11%	10%	?
CCN1c2cc(C(N)=O)ccc2C(=O)N2CCCCC21 (stereo not drawn)	-8%	i	21%[12.5 µM]	7	-2%	-20%	?
CC1(C)C(=O)CCC2(C)C1C(O)C=C1COC(=O)C12O (stereo not drawn)	/	-4%	1%	-5	/	/	/
O=C(NC1CCCC1)c1cnn(-c2ccc(F)cc2F)c1C1CCNCC1	/	/	4%	12	/	11%	/
OC1CCOC2(CCN(Cc3cccc4[nH]ccc34)CC2)C1 (stereo not drawn)	2%	i	-10%[12.5 µM]	11	-2%	?	8%

5 consecutive compounds from above, quoted:
SMILES	3T3 cytotox	GPT2 inh	HEK293 viab	IP6K1 inh	Luciferase inh	SNCA expr inhib	HEK cytotox
CCC(=O)N1CCc2c(C(=O)NCCOC)cccc21	0%	i	10%	-14	7%	-12%	12%
COCc1nc(C2CCCN(C(=O)Nc3cc(C)cc(C)c3)C2)no1 (stereo not drawn)	-23%	2%	-13%[12.5 µM]	18	-13%	-2%	-19%
CCCN(Cc1nccn1C)C(=O)c1cn(Cc2ccc(F)cc2)nn1	-1%	i	2%	1	-1%	4%	-8%
C/C=C/[C@@H]1C=C[C@@H]2C[C@H](C)CC[C@H]2[C@]1(C)/C(O)=C1/C(=O)[C@@H](CO)N(C)C1=O	/	2%[27.3 µM]	-13%	18	/	/	/
COC(=O)c1cc(NC(=O)c2cc3c(-c4ccccc4F)nn(C)c3s2)cc(C(=O)OC)c1	/	/	9%	1	/	?	/

(cont.)
SMILES	3T3 cytotox	GPT2 inh	HEK293 viab	IP6K1 inh	Luciferase inh	SNCA expr inhib	HEK cytotox
Cc1cnc(CC2CCN(C(=O)NCc3ccccc3)C2)n1CC1CC1 (stereo not drawn)	-5%	3%	-4%	1	/	-14%	-5%
COc1ccc(-c2c(C)nn3c4c(cnc23)C(=O)CC(c2ccccc2)C4)cc1 (stereo not drawn)	/	/	11%	26	/	-8%	/
Cc1cc(C)cc(-n2c(SCC(=O)NCc3ccco3)nc3c([nH]c4ccccc43)c2=O)c1	/	/	-15%	-1	/	29%	/
O=C(Cn1nc2c(cc1=O)CCCCC2)NC1CCN(Cc2ccc(F)cc2)CC1	i	i	-4%	3	3%	4%	8%
